TGFb SMAD3 inh – inhibitors of TGF-b signaling; HepG2 CAGA-GFP TGF-b/SMAD3 reporter, GFP fluorescence, 18 h; TGF-beta stimulated, 500 pg/mL final; Potency, µM (doses to about 46.1 µM), inactives show top-dose activity, negative = inhibition, usual class: inhibitors; 410,000 compounds, 1.2% hits; AID 588855; further: potency means the concentration at half of the fitted maximal effect; on the % scale 0 is the no-effect control and ±100 the full control effect; nearly all actives have a fitted effect of over 65% in size
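TGF-beta reporter screen: HEPG2 CAGA-GFP, 1% FBS, 500 pg/mL TGF-beta final, 18 h; per-cell GFP summed per well; curves fitted and categorized by class.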
Nrf2 activator – activates Nrf2 signaling | Potency, µM (top dose mostly 46.1 µM), for the others: at the top dose activation, most hits filed as activators | AID 624171 | AREc32 ARE-luciferase reporter (MCF7-derived line), luminescence, 24 h | 410,000 compounds, 0.31% hits; further: potency means the concentration at half of the fitted maximal effect; % of control where 0% means no effect; nearly all actives have a fitted effect of over 65% in size
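AREc32_Fluc, 1000 cells/well, OPTI-MEM + 5% FBS, o/n 37 deg C 5% CO2; 23 nL cpd by pin tool, 24 hr; Steady-Glo 30 min RT, luminescence.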
Nrf2 inh – inhibitors of Nrf2 signaling | A549 ARE-Fluc reporter, luciferase luminescence, 18-24 h | Potency, µM (top dose mostly 46 µM), for inactives: top-dose activity change, negative = inhibition, actives largely listed as inhibitors | AID 504444 | 360,000 compounds, 2.1% hits; further: potency means the concentration at half of the fitted maximal effect; on the % scale 0 is the no-effect control and ±100 the full control effect; nearly all actives have a fitted effect of over 60% in size
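Quantitative HTS in A549 cells stably bearing an antioxidant response element-firefly luciferase construct. Inhibition of Nrf2-driven transcription was scored by luminescence after 18-24 h of compound exposure at 37 °C.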
S2 tox – reduces viability in counter-screen for ATXN expression inhibitors; S2 cells (HEK-293 line with an ATXN2-luciferase reporter) viability, CellTiter-Fluor protease fluorescence, 24 h; Potency, µM (top dose mostly 56.7 µM), usual class: cytotoxic; 400,000 compounds, 0.49% hits; AID 651635; further: potency means the concentration at half of the fitted maximal effect; nearly all actives have a fitted effect of over 40% in size
A549 viability – counter-screen for Nrf2 inhibitors: cytotoxicity in A549 cells; A549 ARE-Fluc cells, CellTiter-Fluor viability, 18-24 h; Potency, µM (titrated, usually from 46 µM), for the others: top-dose activity change, negative = cytotoxicity, most hits filed as inhibitors; 390,000 compounds, 0.16% hits; AID 504648; further: potency means the concentration at half of the fitted maximal effect; on the % scale 0 is the no-effect control and ±100 the full control effect
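A549 ARE-Fluc cells in 5% FBS OPTI-MEM, 5000 cells/well, rested 2 h then exposed to compounds in concentration-response for 18-24 h at 37 °C. Viability by CellTiter-Fluor fluorescence (Ex 405/Em 525) after 30 min; luciferase luminescence (BugLite, 15 min, RT) read afterwards.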
Akt phos inh – Akt phosphorylation inhibition | AID 651550 | 360,000 compounds, 0.32% hits | Neuro2A IGF-stimulated pAkt S473 HTRF, 20 min; active compounds read low | activity change, % for hits at 50 µM; in the data active means activity change below about -80%; inconclusive means mostly about -51% to -80%; further: on the % scale 0 is the no-effect control and ±100 the full control effect
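Single-point screen (50 µM final compound) in Neuro2A cells stimulated 20 min with 6 nM IGF at 37 deg C. After lysis, Ser473-phosphorylated Akt read by HTRF (ex 330 nm, em 615/665 nm) as the 665/615 ratio.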
HepG2 viability – counter-screen for TGF-b inhibitors: cytotoxicity in HepG2 cells; HepG2 CAGA-GFP viability, ATP luminescence, 18 h; Potency, µM (series often up to 46.1 µM), for inactives: at the highest dose activity change, negative = cytotoxicity, hits mostly cytotoxic; 410,000 compounds, 0.76% hits; further: potency means the concentration at half of the fitted maximal effect; some results filed as inactive show a strong effect at the top dose
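CellTiter-Glo luminescence gave cytotoxicity after 18 hours at 37 degrees C. The cells were HepG2 CAGA-GFP in 1% FBS DMEM, stimulated with 500 pg/mL TGF-beta after compound addition. %Activity was normalised to no-cell wells (complete cell-killing) and DMSO (no toxicity), and curves were fitted and classified.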
Mm-Cpn inhibitor – M. maripaludis TRiC chaperonin inhibition; AID 504842; 330,000 compounds, 0.031% hits; Potency, µM (highest dose often 76.9 µM), without a hit: at the top dose activity, negative = inhibition, most hits filed as inhibitors; purified Mm-Cpn ATPase, ADP Transcreener TR-FRET; further: potency means the concentration at half of the fitted maximal effect; on the % scale 0 is the no-effect control and ±100 the full control effect; nearly all actives have a fitted effect of over 80% in size
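25 nM Mm-CPN + cpd, 10 min 37°C; + 10 uM ATP, 30 min 37°C; buffer 30 mM Tris pH 7.4, 100 mM KCl, 5 mM MgCl2, 1 mM DTT; Transcreener ADP HTRF detection 30 min RT.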
CCT chaperon mod – cytosolic chaperonin activity modulation. purified chaperonin ATPase assay, HTRF ADP detection, 30 min. activity change, % (no concentration beside the values), hits read low. 360,000 compounds, 0.3% hits; in the data active means activity change below about -30%; further: on the % scale 0 is the no-effect control and ±100 the full control effect
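Enzyme 40 or 20 nM (batch-dependent) in Tris pH 7.4/KCl/MgCl2/DTT; cpd 76 uM single point; ATP 10 uM; 30 min 37 °C; Transcreener ADP HTRF detection, 30 min RT; ratio 665/615.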
An asterisk follows results filed as active; i = inactive; ? = inconclusive; · = not tested or not shown; & = joins results of further samples; [ ] = remark or other dose. Unless noted, the call rests on the fitted dose curve; in most records, active means well fitted curve in the direction sought with a large enough effect; inconclusive means small, poorly fitted or top-dose-only effect, or another doubt; inactive means no such curve, though single readings can be large; an effect the other way counts as inactive or inconclusive.

SMILES	TGFb SMAD3 inh	Nrf2 activator	Nrf2 inh	S2 tox	A549 viability	Akt phos inh	HepG2 viability	Mm-Cpn inhibitor	CCT chaperon mod
CCOc1ccc(CCNC(=O)C2CCC(=O)N2CCc2ccccc2)cc1OCC (stereo unspecified)	-3%	0.1%	-10%	i	16%	-82%*	-3%	0%	-4.5
CCc1cc(Cn2nc(-c3ccccc3)cc2C(=O)NCc2cccc(Br)c2)on1	?	1.2%	?	?	-15%	i	-22%	1%	-2.6
O=C(COC(=O)Cc1ccccc1F)Nc1ccc2c(c1)OCCO2	3%	0.0%	11%	i	-7%	i	0%	2%	2.5
Cc1nn(C)cc1/C=C/C(=O)c1cccs1	1%	11%	19%	i	-5%	i	-17%	-2%	-1.3
Cc1ccc(CNC(=O)CNS(=O)(=O)c2ccc3nc(C)sc3c2)cc1	3%	-0.8%	-6%	i	0%	i	-1%	-22%	0.1
Cc1ccc(-c2nc(CS(=O)(=O)CC(=O)NCCCN3CCN(C)CC3)c(C)o2)cc1	2%	0.4%	15%	i	-5%	i	-3%	-4%	1.6
CCc1ccc2oc(C(=O)Nc3cc(C)ccc3C)cc(=O)c2c1	10%	-0.9%	?	i	-6%	·	0%	·	·
O=C(Nc1ccc(S(=O)(=O)N2CCCC2)cc1)c1cc(=O)c2ccccc2o1	2%	?	-30%	i	0%	i	1%	0%	-1.4
CCOC(=O)C(=CNc1cc(C)nn1-c1ccccc1)C(=O)OCC	-4%	0.7%	-22%	i	-6%	i	-13%	-3%	-2.6
CCOCCCNC(=O)CN1C(=O)c2cccnc2Sc2ccccc21	-7%	1.3%	-5%	i	15%	·	1%	·	·
CCOCCCNC(=S)Nc1ccc2nc(N3CCN(CC)CC3)cc(C)c2c1	0%	-0.4%	16%	i	0%	i	-13%	-1%	2.0
O=C(c1ccc(CS(=O)Cc2ccc(Cl)cc2)o1)N1CCN(c2ccccn2)CC1 (stereo unspecified)	-8%	-0.5%	?	i	-8%	i	-12%	0%	0.8
CCn1c(COc2ccc(=O)n(-c3ccccc3)n2)nnc1SC	-1%	-0.6%	5%	i	-10%	i	14%	-3%	-0.1
Cc1ccsc1C(=O)Nc1ccc(F)c([N+](=O)[O-])c1	0%	?	11%	i	-4%	i	-1%	1%	-5.6
CN(C)S(=O)(=O)c1cc(C(=O)Nc2ccccc2C(=O)NC2CC2)ccc1Cl	8%	0.2%	-13%	i	0%	i	0%	?	-0.4
Cc1ccc(/C=C/C(=O)N2CC(=O)Nc3ccccc32)o1	8%	21%	-6%	i	1%	i	-14%	-1%	-1.1
O=C(Nc1ccc(Oc2cccnc2)cc1)C1CCN(Cc2ccc(F)cc2)CC1	?	4.7%	?	i	?	i	-37%	-5%	-2.3
Cn1nc(C(F)(F)F)cc1-c1ccc(/C=C(\C#N)C(=O)c2ccccc2)s1	9%	0.0%	26%	i	3%	i	-8%	4%	0.3
CCCOc1ccc(C(=O)NCC2OCCc3ccccc32)cc1OC (stereo unspecified)	1%	-0.8%	?	i	1%	i	6%	0%	-2.3
N#C/C(=C\c1ccc(O)c(O)c1)C(=O)NCCCc1ccccc1	-2%	-0.6%	29%	i	-2%	·	-24%	2%[15.4 µM]	-0.5
CCN(CC)c1ccc(/C=C2\CCC(/C=N/NC(=O)c3ccc(=O)n(C)c3)=C2N2CCOCC2)cc1	24%	0.0%	-5%	·	-15%	i	-20%	-4%	-1.5
CSc1nsc(SC)c1C(N)=O	-15%	-0.2%	0%	i	3%	i	-3%	-2%	-0.6
O=S(=O)(c1cccc2cccnc12)N1CCc2ccccc21	0%	0.1%	-14%	i	-1%	·	7%	-3%	2.6
CC(=O)Nc1ccc(/C=N/Nc2nncc3ccccc23)cc1	-5%	-0.6%	?	i	-8%	i	-13%	?	-2.4
CCN(c1ccccc1)S(=O)(=O)c1nnc(NC(=O)c2ccccc2OC)s1	?	-0.7%&5.9%	?	i	3%&-2%	i	-39%&-44%	1%	0.3

Next section:
SMILES	TGFb SMAD3 inh	Nrf2 activator	Nrf2 inh	S2 tox	A549 viability	Akt phos inh	HepG2 viability	Mm-Cpn inhibitor	CCT chaperon mod
O=C(NCCOC(=O)c1ccc(C(=O)OCCNC(=O)c2ccccc2)o1)c1ccccc1	1%	-0.5%	?	i	-2%	i	-4%	1%	0.0
CCN(CC)C(=O)c1[nH]cnc1C(=O)NCc1ccc(CNC(=O)OC(C)(C)C)cc1	-4%	-0.6%	4%	i	2%	i	13%	-1%	0.2
CCCc1cc(=O)oc2c(C)c(OCC(=O)NCCCn3ccnc3)ccc12	8%	0.9%	-15%	i	3%	i	-14%	-1%	0.3
COC(=O)c1ccc(-c2ccc(OC)c([C@H]3[C@H]4C=CC[C@@H](C)[C@@H]4C(=O)N3Cc3ccccc3)c2)cc1	-16%	-0.6%	-1%	i	7%	i	-3%	-1%	0.1
Cc1cc(C)n2nc(SCC(=O)Nc3cc(Cl)ccc3C)nc2n1	23%	-0.3%	-20%	i	-5%	·	1%	·	·
O=C(COC(=O)CC1CC2CCC1C2)NCc1ccccc1 (stereo unspecified)	14%	0.2%	-3%	i	2%	i	-20%	1%	-0.7
CCN1CCN(C(c2cc(OC)ccc2OC)c2nnnn2Cc2ccccc2)CC1 (stereo unspecified)	-14%	0.3%	11%	i	6%	i	-57%	-1%	-1.6
CCc1ccc(-n2nc(C)c3c(C)cc(=O)n(CC(=O)NCc4ccc(C)cc4)c32)cc1	-11%	-0.3%	-1%	i	-2%	·	-4%	·	·
Cc1ccc(Cl)cc1N1CCN(S(=O)(=O)N2CCCCC2)CC1	-4%	-0.6%	2%	i	1%	i	-4%	-2%	-3.9
Cc1cccc(N2CCN(C(=O)C3(S(=O)(=O)c4ccc(Cl)cc4)CC3)CC2)c1C	-29%	0.2%	-18%	i	-7%	i	-32%	1%	-2.4
COc1ccccc1NC(=O)/C(=N/OCc1ccc(C#N)cc1)C(C)=O	2%	2.4%	?	i	0%	i	-12%	1%	-4.6
COc1ccc(C)cc1NC(=O)c1ccc(CN2CCc3ccccc3C2)cc1	7%	-0.4%	-16%	i	-4%	i	1%	1%	1.4
O=C1CC(c2ccc(F)cc2)Sc2ccccc2N1 (stereo unspecified)	-1%	0.6%	?	i	0%	i	-48%	-4%	-4.2
CC(=O)[C@@]1(O)C(C)CC2C3C=C(C)C4=Cc5c(cnn5-c5ccccc5)C[C@]4(C)C3C(O)C[C@@]21C (stereo partly specified)	?	5.4%	·	?	-14%	i	-36%	-1%	-0.1
COCCN1C(=O)CCC1(C)C(=O)Nc1ccc2ccccc2c1 (stereo unspecified)	-26%	-0.7%	·	i	·	i	-2%	·	-0.3
CCOC(=O)c1cnc2ccccc2c1NCc1ccco1	?	9.9%	?	i	-7%	i	-15%	0%	-2.4
CN(Cc1ccc(Cl)cc1)C(C(=O)NC1CCCCC1)c1cc2ccccc2o1 (stereo unspecified)	?	0.2%	·	i	·	i	-14%	·	0.7
Cc1ccsc1/C=N/n1c(-c2cc(-c3ccccc3)n[nH]2)n[nH]c1=S	?	2.8%	?	i	-3%	i	-108%	1%	-1.1
c1ccc(COc2ccc(Nc3ncnc4nc[nH]c34)cc2)cc1	5%	0.0%	12%	i	2%	i	1%	0%	1.2
O=S(=O)(c1ccc(Cl)cc1)c1nc(-c2ccco2)oc1SCc1ccc(F)cc1	-24%	1.2%	-6%[9.27 µM]	?	-13%	·	-19%	·	·
O=C(CSc1nnc(-c2cccs2)o1)N1CCCCC1	13%	-0.8%	3%	i	-6%	i	0%	-2%	-0.7
Nc1[nH]c(C(=O)c2ccccc2)c(-c2ccc(Br)cc2)c1C(=O)NC1CC1	·	0.5%	·	i	·	i	·	·	-2.1
Cc1ccccc1NC(=O)COC(=O)CCc1nc2ccccc2c(=O)[nH]1	-11%	-0.7%	-2%	i	-13%	i	-18%	-9%	-1.8
CN(C)c1ccc(CN(CC2CCCO2)C(=O)COc2ccc(Cl)cc2)cc1 (stereo unspecified)	-19%	4.3%	-26%	·	?	·	-13%	·	·
O=c1c2ccccc2sn1-c1cc(S(=O)(=O)N2CCOCC2)ccc1N1CCCCC1	1%	·	?	·	12%	·	-1%	·	·
Cc1sc2nc(C(C)Nc3ccccc3N3CCOCC3)[nH]c(=O)c2c1C (stereo unspecified)	?	-0.6%	-7%	?	-8%	i	4%	-6%	0.8
Cc1c(C(=O)Nc2ccc(C(=O)Nc3ccccc3)cc2)cccc1[N+](=O)[O-]	-11%	-1.0%	6%	i	1%	i	-18%	1%	-0.3

Rewritten as comma-separated lines: entries from further up.
SMILES,TGFb SMAD3 inh,Nrf2 activator,Nrf2 inh,S2 tox,A549 viability,Akt phos inh,HepG2 viability,Mm-Cpn inhibitor,CCT chaperon mod
CCN1CCN(C(c2cc(OC)ccc2OC)c2nnnn2Cc2ccccc2)CC1 (stereo unspecified),-14%,0.3%,11%,i,6%,i,-57%,-1%,-1.6
CCc1ccc(-n2nc(C)c3c(C)cc(=O)n(CC(=O)NCc4ccc(C)cc4)c32)cc1,-11%,-0.3%,-1%,i,-2%,·,-4%,·,·
Cc1ccc(Cl)cc1N1CCN(S(=O)(=O)N2CCCCC2)CC1,-4%,-0.6%,2%,i,1%,i,-4%,-2%,-3.9
Cc1cccc(N2CCN(C(=O)C3(S(=O)(=O)c4ccc(Cl)cc4)CC3)CC2)c1C,-29%,0.2%,-18%,i,-7%,i,-32%,1%,-2.4
COc1ccccc1NC(=O)/C(=N/OCc1ccc(C#N)cc1)C(C)=O,2%,2.4%,?,i,0%,i,-12%,1%,-4.6

Assay outcomes (PubChem BioAssay)
